# EPAC2 antagonist – qHTS for Antagonist of cAMP-regulated guanine nucleotide exchange factor 2 (EPAC2): primary screen. EPAC2 GEF exchange of Rap1B-BODIPY-GDP, fluorescence. Potency, µM (doses to about 114 µM), inactives show top-dose activity, negative = inhibition, actives largely listed as inhibitors. hit rate 0.18% among 360,000. AID 720708, 2013; note: % is set by controls: 0 for no effect and ±100 for the full control effect; nearly all actives have a fitted effect of over 45% in size; many of its hits are not listed in these tables
# EPAC1 antagonist – qHTS for Antagonist of cAMP-regulated guanine nucleotide exchange factor 3 (EPAC1): primary screen; Rap guanine nucleotide exchange factor 3 (Homo sapiens), O95398; EPAC1 GEF assay, Rap1b-BODIPY-GDP exchange fluorescence; Potency, µM (series often up to 115 µM), inactives show at the top dose activity change, negative = inhibition, actives largely listed as inhibitors; hit rate 0.14% among 360,000; AID 720709, 2013;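 note: plate controls were vehicle for no effect and positive control for full effect; nearly all actives have a fitted effect of over 50% in size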
# Target sequence (O95398 whole entry, looked up): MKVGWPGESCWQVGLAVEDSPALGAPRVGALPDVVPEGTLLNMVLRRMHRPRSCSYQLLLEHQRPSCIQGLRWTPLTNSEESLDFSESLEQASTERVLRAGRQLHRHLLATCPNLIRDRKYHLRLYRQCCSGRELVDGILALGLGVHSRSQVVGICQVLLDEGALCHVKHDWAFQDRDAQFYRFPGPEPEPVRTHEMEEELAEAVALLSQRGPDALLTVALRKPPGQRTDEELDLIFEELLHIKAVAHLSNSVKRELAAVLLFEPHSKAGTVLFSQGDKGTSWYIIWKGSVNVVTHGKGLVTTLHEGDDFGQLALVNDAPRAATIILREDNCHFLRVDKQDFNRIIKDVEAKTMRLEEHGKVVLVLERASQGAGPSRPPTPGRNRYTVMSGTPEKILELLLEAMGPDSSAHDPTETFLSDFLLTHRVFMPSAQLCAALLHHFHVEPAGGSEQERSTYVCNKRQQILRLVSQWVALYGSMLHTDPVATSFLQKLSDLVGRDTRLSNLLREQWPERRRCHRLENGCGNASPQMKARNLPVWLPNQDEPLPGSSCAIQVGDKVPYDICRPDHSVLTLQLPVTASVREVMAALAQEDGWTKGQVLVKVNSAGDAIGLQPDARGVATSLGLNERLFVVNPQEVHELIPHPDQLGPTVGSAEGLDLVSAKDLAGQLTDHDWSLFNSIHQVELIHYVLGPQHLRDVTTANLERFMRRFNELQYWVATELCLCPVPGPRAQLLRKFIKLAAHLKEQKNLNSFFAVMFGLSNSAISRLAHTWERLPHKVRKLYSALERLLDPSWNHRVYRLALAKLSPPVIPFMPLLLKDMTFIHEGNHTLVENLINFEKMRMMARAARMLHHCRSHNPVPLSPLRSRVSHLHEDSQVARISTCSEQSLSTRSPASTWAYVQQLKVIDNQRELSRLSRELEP
# PTHR1 ag – qHTS for PTHR1 Agonists: Primary Screen | Parathyroid hormone/parathyroid hormone-related peptide receptor (Homo sapiens), Q03431 | HEK293 GP2 PTHR1 cells, GloSensor cAMP luminescence, 1 h | Potency, µM (titrated, usually from 115 µM), for the others: at the top dose activation, usual class: activators | hit rate 0.075% among 410,000 | AID 743266, 2014; note: nearly all actives have a fitted effect of over 55% in size; some results filed as inactive show a strong effect at the top dose; inactives centre near -15; many of its hits are not listed in these tables
#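 HEK-293-derived GP2 cells expressing PTHR1 and a GloSensor cAMP reporter, 3,000/well, plated overnight, given luciferin plus IBMX (each 0.5 mM as added) for 1 h at 37 °C, then compound for 1 h at 37 °C. Luminescence was read after 15 min at room temperature.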
# EPAC2 agonist – qHTS for Agonist of cAMP-regulated guanine nucleotide exchange factor 4 (EPAC2): primary screen. Rap guanine nucleotide exchange factor 4 (Homo sapiens), Q8WZA2. EPAC2 activation, biochemical qHTS; response scale: 100% = 6.5 mM cAMP response. Potency, µM (doses to about 154 µM), without a hit: top-dose activation, hits mostly activators. hit rate 0.079% among 360,000. AID 720711, 2013; note: nearly all actives have a fitted effect of over 50% in size
#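 Guanine nucleotide exchange by EPAC2 is measured as reduced fluorescence of BODIPY-GDP once it is released from 250 nM Rap1B. Plates are read kinetically for 30 min at room temperature; results are scaled to 6.5 mM cAMP.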
# EPAC1 agonist – qHTS for Agonist of cAMP-regulated guanine nucleotide exchange factor 3 (EPAC1): primary screen. Rap guanine nucleotide exchange factor 3 (Homo sapiens), O95398. EPAC1 agonist qHTS, biochemical assay; response scale: 100% = response to 6.5 mM cAMP. Potency, µM (series often up to 154 µM), inactives show at the highest dose activation, hits mostly activators. hit rate 0.073% among 360,000. AID 720707, 2013; note: nearly all actives have a fitted effect of over 60% in size
#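 Nucleotide exchange assay: 100 nM EPAC1 with 250 nM Rap1B loaded with BODIPY-GDP and 50 uM GDP, room temperature. Fluorescence (480/540 nm) read every 5 min for 30 min; signal change normalized to 6.5 mM cAMP as full agonist.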
# aSyn yeast inh – qHTS of alpha-syn Inhibitors. AID 652106, 2013. Yeast expressing alpha-synuclein, growth rescue, BacTiter-Glo, 24 h. Potency, µM (titrated, usually from 46.1 µM), for the others: at the highest dose growth rescue (activation), hits mostly activators. hit rate 0.14% among 370,000; note: % of control where 0% means no effect; nearly all actives have a fitted effect of over 65% in size
#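 Rescue of yeast growth: cells expressing toxic alpha-synuclein, induced in galactose at OD600 0.02, incubated with compound 24 h at 30 C. ATP luminescence quantified growth; inhibitors of toxicity appear as activators.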
# TDP43 rescue – qHTS of TDP-43 Inhibitors | hit rate 1.8% among 410,000 | Potency, µM (titrated, usually from 46.1 µM), without a hit: at the top dose growth rescue (activation), actives largely listed as activators | TDP-43 expressing yeast growth rescue, BacTiter-Glo, 24 h | AID 652104, 2013; note: % of control where 0% means no effect; nearly all actives have a fitted effect of over 50% in size
#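 Yeast cells expressing TDP-43 under galactose induction are exposed to compounds for 24 hr at 30 deg C. BacTiter-Glo luminescence measures growth, so protective compounds score as activators.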
# FUS yeast rescue – qHTS for Suppressors of FUS Proteinopathy: Primary screen using FUS-linked yeast assay; S. cerevisiae FUS-expressing, growth rescue, OD600, 24 h; AID 1347120, 2019; Potency, µM (highest dose often 76.6 µM), inactives show at the highest dose growth rescue (activation), hits mostly activators; hit rate 0.24% among 390,000;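 note: plate controls were DMSO vehicle for no effect and reference control for full effect; nearly all actives have a fitted effect of over 55% in size; some results filed as inactive show a strong effect at the top dose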
#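 Restored growth of FUS-toxic S. cerevisiae, read as 600 nm absorbance after 24 h at 30C in galactose medium (starting OD 0.005). Controls CP55940 and DMSO.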
# * marks the source's active call; other numbers are inactive results; i = inactive; ? = inconclusive; . = no result given; & = joins results of further samples; [ ] = dose if it differs, or a comment. Calls come from the whole dose curve; as a rule, active = well fitted curve in the direction sought with a large enough effect; inconclusive = small, poorly fitted or top-dose-only effect, or another doubt; inactive = no such curve, though single readings can be large; an effect the other way counts as inactive or inconclusive. Potency is the fitted concentration of half-maximal effect.
SMILES,EPAC2 antagonist,EPAC1 antagonist,PTHR1 ag,EPAC2 agonist,EPAC1 agonist,aSyn yeast inh,TDP43 rescue,FUS yeast rescue
O=C(Nc1nnc(-c2ccc(Cl)cc2)o1)Nc1ccccc1Cl,3.1%,1.6%,i,7.4%,7.7%,1.0%,22.8%,-3.4%
CCOC(=O)CSc1cc(=O)n(CC)c2ccccc12,-1.2%,1.8%,i,11.5%,-8.6%,-4.4%,?,-3.0%
CCc1ccc(NC(=S)N(CCN(C)C)C(C)c2ccncc2)cc1 (stereo not drawn),-12.5%,8.0%,-9.2%,4.6%,6.6%,1.6%,13.7%,-9.1%
COc1ccccc1NC(=O)C(C)OC(=O)C1COc2ccccc2O1 (stereo not drawn),-4.1%,-0.2%,-9.1%,4.1%,-1.2%,-2.7%,20.0%,-6.3%
COc1ccc(N2CC(C)Cn3c2nc2c3c(=O)n(Cc3ccc(C)cc3)c(=O)n2C)c(OC)c1 (stereo not drawn),-3.2%,-16.8%,-11.7%,17.8%,7.2%,-5.0%,4.8%,27.1%
CCCCCCCCCCCC1=C(O)C(=O)C=C(O)C1=O,-9.7%,?,-16.6%,-5.7%,-33.7%[inhibitor],-19.7%&-13.1%,0.6%,-24.7%
COc1ccc(NC(=O)c2cc(-c3cc(OC)c(OC)c(OC)c3)nc3ccccc23)c(OC)c1,-8.3%,-15.7%,-44.5%[inhibitor],17.2%,10.7%,9.6%,-14.3%,26.3%
Nc1nc(Br)c2c(F)cccc2c1-c1ccc(F)cc1,-0.9%,-9.5%,i,13.3%,26.6%,6.3%,16.1%,-19.6%
CC(OC(=O)c1cccn1C)C(=O)Nc1ccc2c(c1)OCO2 (stereo not drawn),-11.9%,-3.1%,-7.9%,3.1%,1.2%,10.8%,-12.0%,27.0%
COc1ccc(/C=C/C(=O)OCC(=O)Nc2cc(C(F)(F)F)ccc2Cl)cc1,-1.7%,1.7%,-3.2%,0.7%,12.5%,-0.2%,17.1%,-40.3%
Cc1cc(C(=O)Nc2cccc(C)c2C)n(-c2ccccc2)n1,-2.6%,-17.0%,-22.0%,3.3%,10.7%,1.0%,16.0%,1.3%
Nc1nc(=O)n(C2CC(O)C(CO)O2)cc1Cl (stereo not drawn),0.2%,14.7%,-22.7%,2.5%,-10.9%,-1.2%,19.9%,-8.0%
CC1CCN(CCCNC(=O)C2CCN(S(=O)(=O)N3CCC4(CC3)OCCO4)CC2)CC1,-9.8%,0.3%,i,5.6%,-2.4%,-2.1%,-2.9%,23.4%
CC(=O)c1ccc(NC(=O)CCNS(=O)(=O)c2cccc3nonc23)cc1,-1.8%,7.0%,i,2.1%,-2.3%,-10.7%,2.5%,13.4%
O=C(CSc1nc(-c2ccccc2)cc(=O)[nH]1)Nc1ccccc1,-4.9%,-9.5%,-0.1%,-3.3%,-6.4%,0.8%,-7.3%,30.4%
O=C1c2ccccc2C(=O)C12OC(c1ccccc1)C1(C(=O)c3ccccc3C1=O)C2c1ccc([N+](=O)[O-])cc1 (stereo not drawn),7.9%,-2.3%,i,2.6%,2.1%,6.0%,5.1%,-7.7%
CCC(=O)Nc1ccc(NC(=S)NC(=O)/C=C/c2ccco2)cc1,11.6%,?,i,1.1%,-5.7%,-3.7%,-3.2%,33.7%
CCCCNCc1cc(OCC)c(OCC(N)=O)cc1Br,11.5%,9.2%,i,2.9%,-4.0%,2.6%,-40.4%[inhibitor],21.6%
NS(=O)(=O)c1ccc(NC(=O)CSc2nnc3n2CCCCC3)cc1,1.1%,-21.7%,i,8.5%,10.7%,-3.8%,8.1%,-19.0%
Cc1cccc(NC(=O)c2nc[nH]c2C(=O)N2CCN(C(=O)OC(C)(C)C)CC2)c1,10.3%,-7.9%,-12.1%,-1.0%,-19.5%,0.8%,3.4%,2.8%
O=C(Oc1ccccc1-c1nnco1)c1ccccc1,19.7%,18.6%,i,2.4%,-1.3%,?,16.6%,8.7%
c1ccc2n[nH]nc2c1,15.4%,4.3%,i,4.2%,-7.2%,-0.6%,8.3%,.
COc1ccc(-c2csc(NC(=O)CN3C(=O)NC4(CCCC4)C3=O)n2)c(OC)c1,-11.5%,-0.1%,-4.7%,7.4%,-12.9%,1.7%,19.3%,24.5%
COc1ccc(CNC(=O)C(C)N2C(=O)NC(c3ccccc3)(c3ccccc3)C2=O)cc1 (stereo not drawn),-8.6%,-22.1%,i,10.4%,3.0%,0.1%,7.4%,32.9%
Clc1cccc(CNCCCSc2ncccn2)c1,3.0%,-4.2%,i,-0.7%,-422.9%[inhibitor],5.1%,-1.6%,-12.4%

# The final two compounds of the part above are carried over, then new ones follow:
SMILES,EPAC2 antagonist,EPAC1 antagonist,PTHR1 ag,EPAC2 agonist,EPAC1 agonist,aSyn yeast inh,TDP43 rescue,FUS yeast rescue
COc1ccc(CNC(=O)C(C)N2C(=O)NC(c3ccccc3)(c3ccccc3)C2=O)cc1 (stereo not drawn),-8.6%,-22.1%,i,10.4%,3.0%,0.1%,7.4%,32.9%
Clc1cccc(CNCCCSc2ncccn2)c1,3.0%,-4.2%,i,-0.7%,-422.9%[inhibitor],5.1%,-1.6%,-12.4%
Cc1cc(C)cc(OCCn2ccnc2)c1,0.3%,-5.4%,i,9.4%,9.9%,-1.5%,0.7%,1.2%
c1ccc(-c2csc(N3CCSCC3)n2)cc1,-16.1%,0.1%,i,14.3%,17.2%,-13.3%,?,-11.4%
CCNc1cc2oc(=O)c(CN3CCOCC3)c(C)c2cc1C,3.1%,-11.4%,12.1%[57.5 µM],-19.6%,0.0%,1.1%,-4.4%,5.2%
S=C(Nc1ccc(Cl)cc1)N(CCCN1CCOCC1)Cc1ccco1,-0.6%,?,i,5.4%,-0.2%,-1.7%,-16.4%,19.1%
COc1ccccc1OCCC(=O)OCC(=O)Nc1ccc2c(c1)OCCO2,-4.5%,1.9%,-7.6%,1.2%,3.8%,-0.7%,-17.5%,16.8%
COCCCn1nnnc1SCC(=O)N1c2ccccc2CC1C (stereo not drawn),6.8%,-10.5%,i,9.9%,-7.1%,-2.6%,-4.9%,-27.7%
COc1cccc(NC(=O)CN(C)C(=O)c2cn(-c3ccccc3)nc2-c2cccnc2)c1,-0.9%,-13.2%,i,-7.3%,4.9%,0.3%,5.0%,.
CCn1ccnc1CN(C)C(=O)c1cc(COc2ccc(Cl)cc2OC)on1,3.7%,-5.2%,-68.0%[inhibitor],0.1%,2.2%,-4.6%,-10.2%,10.4%
COc1cc(C(C(=O)Nc2c(C)cccc2C)N(C)C(=O)c2ccc(-n3cnnn3)cc2)ccc1O (stereo not drawn),-6.9%,?,20.2%,11.8%,6.7%,-2.4%,-4.9%,27.3%
CCC(C)N1C(=O)CCC1C(=O)NCc1ccc2c(c1)OCO2 (stereo not drawn),0.6%,-3.0%,i,2.9%,-6.8%,-1.9%,7.7%,-21.4%
Cc1ccc(S(=O)(=O)n2nc(C)c(C#N)c2N)cc1,-3.1%,0.3%,-0.3%,2.5%,5.5%,-2.1%,11.8%,.
CCOCCCNC(=O)c1cn(CC)c2ccc(S(=O)(=O)N3CCCC3)cc2c1=O,13.5%,-16.6%,-6.2%,12.3%,-12.4%,-2.2%,-1.4%,-3.0%
CCN(CC)C(=O)C(C)OC(=O)COc1ccc(Cl)cc1C (stereo not drawn),-1.7%,-15.3%,-39.9%[inhibitor],5.8%,2.6%,3.8%,12.2%,38.8%
CCOC(=O)N/N=C\C=C\c1ccco1,5.2%,-20.3%,i,6.2%,-0.1%,-8.0%,-9.9%,16.8%
COc1ccc(N2CCN(S(=O)(=O)c3ccc(OC)cc3)CC2)cc1,4.2%,10.1%,i,8.7%,9.2%,-9.0%,-24.3%,12.6%
O=C(CO/N=C/c1ccccc1)Nc1c(F)c(F)c(F)c(F)c1F,-11.1%,-8.7%,i,3.7%,1.1%,-3.5%,-20.0%,7.1%
COc1ccc(C)cc1NC(=O)C1CCCN(S(=O)(=O)c2cccnc2)C1 (stereo not drawn),-7.5%,-25.9%,-23.3%,5.4%,-3.9%,13.7%,-9.8%,-8.0%
COc1cc(C(=O)Nc2ccc(C(C)=O)cc2)c(Br)c(OC)c1OC,-8.9%,-4.9%,-19.9%,0.1%,0.2%,-10.0%,4.7%,.
Cc1ccc(OCc2ccc(C(=O)Nc3ccc(S(N)(=O)=O)cc3)o2)cc1,3.1%,1.4%,-18.2%,12.0%,5.3%,0.6%,-2.3%,-7.5%
CC(C)C(=O)Nc1ccc(Cc2ccc(NC(=O)C(C)C)c(O)c2)cc1O,-0.2%,-1.5%,-53.6%[inhibitor][57.5 µM],-0.5%,9.0%,-1.2%,-3.4%,16.7%
C=CCn1c(N)c(C(=O)NCc2cccnc2)sc1=S,1.0%,3.0%,i,1.6%,3.0%,1.2%,29.7%,9.0%
CC(C)(C)c1ccc(OCCC(=O)Nc2cccc(S(=O)(=O)N3CCOCC3)c2)cc1,-23.1%,?,i,-6.6%,13.0%,6.4%,0.8%,.
c1ccc(COc2ccc(-c3csnn3)cc2)cc1,-1.1%,-22.6%,i,9.1%,1.3%,-3.0%,22.0%,25.6%
CCOC(=O)N1CCC(NC(=O)c2ccc3c(c2)N(Cc2ccc(F)cc2)CCS3)CC1,-13.7%,?,-0.4%,9.7%,8.1%,-2.3%,5.6%,26.2%
COc1cc(CN2CCN(Cc3ccc(C)cc3)CC2)c([N+](=O)[O-])cc1OC,6.2%,0.1%,-28.4%,2.8%,-0.7%,0.0%,-10.9%[0.397 µM],6.1%
CCOc1ccc2nc(NCCNC(=O)Nc3ccccc3)c(C#N)cc2c1,0.8%,-0.3%,i,-9.9%,-3.2%,1.2%,15.9%,24.1%
COc1ccc(C(C)=O)cc1CSc1nnc(C)n1-c1ccccc1,6.4%,2.2%,-19.5%,9.5%,-7.5%,-1.4%,13.3%,.

# Bioassay records: PubChem, National Center for Advancing Translational Sciences (NCATS)

# Only part of the results is shown (hit frequency here may not be typical).
